Source: PubChem
IL-1B inflam inh – qHTS for Inhibitors of Inflammasome Signaling: IL-1-beta AlphaLISA Primary Screen | THP-1 LPS/ATP IL-1B secretion, AlphaLISA, 16 h; stronger effect = lower value | activity change, % at 57.5 µM | 4.7% of 360,000 active; in the data active = activity change below about -50%; inconclusive = mostly about -30% to -49%; also: % is scaled to controls: 0 for no effect and ±100 for the full control effect
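Secreted IL-1B measured by AlphaLISA bead assay after 16 h compound exposure of THP-1 cells; compounds (final up to 57.5 uM) added 1 h before LPS (250 ng/mL) and ATP (1.25 mM) stimulation; lower signal means less secretion.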
HepG2 viability – qHTS for Inhibitors of TGF-b: Cytotox Counterscreen | HepG2 CAGA-GFP viability, ATP luminescence, 18 h | Potency, µM (series often up to 46.1 µM), inactives show top-dose activity change, negative = cytotoxicity, usual class: cytotoxic | 0.76% of 410,000 active | AID 588856, 2011; also: potency is read from the fitted curve at half-maximal effect; some results filed as inactive show a strong effect at the top dose
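HepG2 CAGA-GFP cells (1000/well, DMEM with 1% FBS) received compound, then TGF-beta at 500 pg/mL final, and were incubated 18 hours at 37 degrees C. Viability was read by CellTiter-Glo luminescence. Media-only wells were set as complete cell-killing and DMSO as no toxicity.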
MCF10A rerep – A quantitative high throughput screen for small molecules that induce DNA re-replication in MCF 10a normal breast cells; 2.9% of 350,000 active; MCF 10A DNA re-replication, Hoechst nuclear intensity, 48 h; Potency, µM (doses to about 46.1 µM), without a hit: at the top dose activity, positive = re-replication, hits mostly activators; also: potency is read from the fitted curve at half-maximal effect; % of control where 0% means no effect; nearly all actives have a fitted effect of over 50% in size
HT1080-NT tox – qHTS for induction of synthetic lethality in tumor cells producing 2HG: qHTS for the HT-1080-NT fibrosarcoma cell line; HT-1080-NT fibrosarcoma viability, CellTiter-Glo ATP luminescence, 48 h; Potency, µM (highest dose often 46.1 µM), for inactives: at the highest dose activity, negative = less viability, hits mostly cytotoxic; 1.6% of 360,000 active;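 also: NT is the 2HG producing partner of a matched IDH1 knockdown line; potency is read from the fitted curve at half-maximal effect; 0% = DMSO-treated cells and -100% = media-only wells without cells; nearly all actives have a fitted effect of over 55% in size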
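HT-1080-NT; 750 cells/well; 5% FBS RPMI; 48 h compound, 37 degrees C; CellTiter-Glo luminescence; curve fitting and curve-class assignment.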
HT1080 IDH1KD tx – qHTS for induction of synthetic lethality in tumor cells producing 2HG: qHTS for the HT-1080-IDH1KD cell line | HT-1080 IDH1 knockdown viability, ATP luminescence, 48 h | 2% of 360,000 active | Potency, µM (doses to about 46.1 µM), for the others: at the highest dose activity, negative = toxicity, actives largely listed as cytotoxic;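 also: potency is read from the fitted curve at half-maximal effect; 0% = DMSO wells and -100% = cell-free medium wells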
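% activity derives from luminescence (CellTiter-Glo), normalised to DMSO and no-cell wells. HT-1080-IDH1KD cells, 750/well, had 48 h compound exposure at 37 °C.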
ATXN2 expr inh – Primary qHTS for Inhibitors of ATXN expression; HEK-293 ATXN2-luciferase reporter, luminescence, 24 h; Potency, µM (top dose mostly 57 µM), for the others: at the top dose activity change, negative = inhibition, actives largely listed as inhibitors; 0.72% of 360,000 active; AID 1745845, 2022; also: potency is read from the fitted curve at half-maximal effect; % is scaled to controls: 0 for no effect and ±100 for the full control effect; nearly all actives have a fitted effect of over 55% in size
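ATXN2-luciferase reporter cells (luciferase flanked by upstream and downstream ATXN2 gene portions) were treated 24 h at 37 °C with compounds at up to 57 uM. SteadyGlo luminescence gave expression; GF-AFC fluorescence gave viability.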
KB-3-1 tox – qHTS assay for MDR1-selective chemotherapeutics: Primary screen using the parental adenocarcinoma cell KB-3-1 | KB-3-1 viability, CellTiter-Glo ATP luminescence, 72 h | Potency, µM (top dose mostly 46.1 µM), inactives show at the highest dose activity change, negative = cytotoxic, most hits filed as cytotoxic | 1.4% of 400,000 active | AID 1347075, 2019; also: potency is read from the fitted curve at half-maximal effect; % is scaled to controls: 0 for no effect and ±100 for the full control effect; nearly all actives have a fitted effect of over 60% in size
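Parental KB-3-1 viability, qHTS format: 72 h compound exposure, 37 °C; CellTiter-Glo; media-only wells and DMSO plates as controls; concentration-effect fits on corrected data.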
ATXN viability – Viability Counterscreen for Primary qHTS for Inhibitors of ATXN expression | 0.49% of 400,000 active | S2 cells (HEK-293 line with an ATXN2-luciferase reporter) viability, CellTiter-Fluor protease fluorescence, 24 h | Potency, µM (titrated, usually from 56.7 µM), hits mostly cytotoxic; also: potency is read from the fitted curve at half-maximal effect; nearly all actives have a fitted effect of over 40% in size
SW480 rerep – A quantitative high throughput screen for small molecules that induce DNA re-replication in SW480 colon adenocarcinoma cells; SW480 DNA re-replication, Hoechst DNA content imaging, 48 h; Potency, µM (top dose mostly 46.1 µM), for inactives: at the highest dose re-replication activation, hits mostly activators; 1.8% of 340,000 active; also: potency is read from the fitted curve at half-maximal effect; % of control where 0% means no effect; nearly all actives have a fitted effect of over 55% in size
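Image-based read-out: total Hoechst fluorescence of nuclei (405 nm excitation, 500-530 nm emission), with hits raising the fraction of high-intensity nuclei. SW480 colon cells incubated 48 hr with compounds at 37 C.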
An asterisk follows results filed as active; i = inactive; ? = inconclusive; . = no result given; [ ] = another dose, or the depositor's remark. Unless noted, calls follow the shape of the dose curve; as a rule, active = well fitted curve in the direction sought with a large enough effect; inconclusive = small, poorly fitted or top-dose-only effect, or another doubt; inactive = no such curve, though single readings can be large; an effect the other way counts as inactive or inconclusive.

1) O=C(Nc1ccccc1Cl)C1CCN(c2nc3ccccc3nc2C(F)(F)F)CC1
2) COc1ccc(NC(=O)c2ccco2)cc1NC(=O)c1ccc(C)cc1
3) Cc1cccc(C2c3[nH]c4ccccc4c3CCN2C(=O)c2cn(C)c3ccccc3c2=O)n1 (stereo unspecified)
4) O=C(NCC1CCCO1)c1cc2ccccc2[nH]1 (stereo unspecified)
5) COc1ccc(Br)cc1S(=O)(=O)Nc1ccc(Cl)cn1
6) CCC(CC)C1C(C#N)=C(N)Oc2n[nH]c(-c3ccccc3)c21 (stereo unspecified)
7) CCC(NC(=O)CCc1ccccc1)c1ccccc1 (stereo unspecified)
8) O=C(Nc1cc(S(=O)(=O)N2CCOCC2)ccc1N1CCOCC1)c1cccc(S(=O)(=O)N2CCCCC2)c1
Screen / compound no. | 1 | 2 | 3 | 4 | 5 | 6 | 7 | 8
IL-1B inflam inh | . | -5 | -28 | 10 | 6 | -30 | -9 | ?
HepG2 viability | -1% | -6% | -14% | -2% | -5% | 8.9µM* | -2% | -48%
MCF10A rerep | . | 5% | 6% | -3% | -8% | 4% | 9% | -1%
HT1080-NT tox | . | -4% | -1% | 20% | -2% | ? | -3% | -1%
HT1080 IDH1KD tx | . | -4% | -10% | 25% | 14% | -20%[9.24 µM] | -12% | -11%
ATXN2 expr inh | 12% | -4% | -6% | 8% | 0% | ? | -9% | -18%
KB-3-1 tox | 10% | 2% | 2% | 13% | -5% | -2% | 14% | -12%
ATXN viability | i | i | ? | i | i | i | i | i
SW480 rerep | . | -5% | -7% | 2% | 25% | 11% | 5% | -4%

9) COc1cccc(C(=O)Nc2ccccc2C(=O)NCC2CCCO2)c1 (stereo unspecified)
10) C[C@H](CO)N1C[C@H](C)[C@@H](CN(C)Cc2ccc(Oc3ccccc3)cc2)Oc2ccc(NC(=O)Cn3cnnn3)cc2C1=O
11) CC(C)NC(=O)Nc1ccc2c(c1)C(=O)N([C@H](C)CO)C[C@H](C)[C@@H](CN(C)S(=O)(=O)c1ccccc1)OCCCC[C@@H](C)O2
12) CCOC(=O)COc1cc2c(C(=O)OCC)c(C)oc2cc1Br
13) O=C(NCc1ccco1)C(=O)NCC1OCCN1S(=O)(=O)c1ccc(Br)cc1 (stereo unspecified)
14) CC1CCCC(C)N1C(=O)COC(=O)CSc1ccc(C(N)=O)cc1[N+](=O)[O-] (stereo unspecified)
15) CCOC(=O)N1CCN(CC(=O)Nc2ccc(F)c(F)c2)CC1
16) Cc1ccc(-c2nc3ccccc3s2)cc1NC(=S)NC(=O)/C=C/c1ccco1
Screen / compound no. | 9 | 10 | 11 | 12 | 13 | 14 | 15 | 16
IL-1B inflam inh | ? | -20 | -11 | 27 | 28 | 5 | 17 | 9
HepG2 viability | 5% | -22% | -2% | -4% | 2% | -2% | 0% | -10%
MCF10A rerep | -14% | ? | . | 12% | -5% | -1% | -47%[inhibitor] | 26%
HT1080-NT tox | 3% | 3% | 3% | 13% | 13% | -2% | -2% | ?
HT1080 IDH1KD tx | -10% | 11% | 19% | 8% | ? | 4% | -9% | ?
ATXN2 expr inh | 7% | 3% | 1% | 0% | 2% | 8% | -14% | -3%
KB-3-1 tox | 6% | 18% | 9% | 1% | -5% | 0% | -9% | ?
ATXN viability | i | i | i | i | i | i | i | ?
SW480 rerep | -4% | -12% | . | -1% | 0% | -11% | -6% | ?

17) C=CCCN([C@H](CO)Cc1ccccc1)S(=O)(=O)c1ccccc1Br
18) CCOC(=O)c1[nH]c2ccccc2c1NC(=S)Nc1ccccc1C
19) Cc1ccc(NC(=S)N2CCn3cccc3C2c2cccnc2)cc1 (stereo unspecified)
20) Cn1nc(C(=O)NCc2ccccc2)cc1C(=O)NCc1ccccc1
21) COc1cccc(-n2c(SCC(=O)NC(C)(C)C)nnc2-c2ccoc2C)c1
22) Cc1noc2ncnc(NCCc3ccccc3)c12
23) Cc1nc2c(OCc3ccc(OC(F)F)cc3)cccn2c1N(C)C(=O)CCC1CCCC1
24) Cc1ccc(-c2nnn(CC(=O)N(c3ccccc3)C(C(=O)NCC3CCCO3)c3ccc(F)cc3)n2)o1 (stereo unspecified)
Screen / compound no. | 17 | 18 | 19 | 20 | 21 | 22 | 23 | 24
IL-1B inflam inh | -9 | -11 | -13 | 0 | 11 | . | -58* | 14
HepG2 viability | -26% | -40% | -6% | -28% | 2% | -1% | -57% | 0%
MCF10A rerep | ? | 16% | 0% | 12% | 2% | . | . | -18%
HT1080-NT tox | 8% | 0% | 0% | -2% | 13% | . | ? | 18%
HT1080 IDH1KD tx | 0% | -11% | -6% | ? | 4% | . | ? | 10%
ATXN2 expr inh | 20% | 27% | -2% | ? | 3% | -12% | ? | -4%
KB-3-1 tox | 0% | -2% | -7% | 0% | 7% | ? | -2% | -1%
ATXN viability | i | i | i | i | ? | i | . | i
SW480 rerep | -3% | 23% | -2% | -12% | -7% | . | . | 1%

Continued; it opens with the 3 that closed the last part.
22) Cc1noc2ncnc(NCCc3ccccc3)c12
23) Cc1nc2c(OCc3ccc(OC(F)F)cc3)cccn2c1N(C)C(=O)CCC1CCCC1
24) Cc1ccc(-c2nnn(CC(=O)N(c3ccccc3)C(C(=O)NCC3CCCO3)c3ccc(F)cc3)n2)o1 (stereo unspecified)
25) CCCC(=O)c1cc(F)c(N2CCOCC2)cc1C
26) CCCOc1ccc(N2C(=O)CC(NCc3ccncc3)C2=O)cc1 (stereo unspecified)
27) CC(C)(C)c1ccc(OCC(=O)NCCN2CCCC2)cc1
28) O=C(NCc1ccc2c(c1)OCO2)c1nnc(Cc2ccc(Cl)cc2)o1
29) O=C(c1ccccc1-c1ncc[nH]1)N1CCCC(Nc2ccc(F)cc2)C1 (stereo unspecified)
30) CC(C)(C)C(=O)Nc1sc(-c2ccccc2)cc1C(=O)O
31) O=C(C[C@H]1C[C@H](C(=O)N2CCCCC2)[C@@]2(CCc3ccccc3)c3[nH]c4ccc(Cl)cc4c3CCN2C1=O)NCCN1CCOCC1
32) Cc1cccc(C2CC(c3ccc(Cl)cc3)Nc3nc(N)nn32)c1 (stereo unspecified)
Screen / compound no. | 22 | 23 | 24 | 25 | 26 | 27 | 28 | 29 | 30 | 31 | 32
IL-1B inflam inh | . | -58* | 14 | -5 | -17 | 15 | -11 | 4 | -78* | 21 | -25
HepG2 viability | -1% | -57% | 0% | -18% | -16% | -8% | -3% | -3% | 1% | -3% | -3%
MCF10A rerep | . | . | -18% | 2% | 8% | 4% | 16% | -1% | 0% | ? | 1%
HT1080-NT tox | . | ? | 18% | 19% | 5% | -13% | -7% | -6% | ? | 3% | 12%
HT1080 IDH1KD tx | . | ? | 10% | ? | 7% | 2% | -2% | -6% | ? | 1% | 8%
ATXN2 expr inh | -12% | ? | -4% | 37%[activator] | -3% | -2% | -20% | -9% | 180%[activator] | 9% | -3%
KB-3-1 tox | ? | -2% | -1% | 0% | -2% | -1% | 0% | 20% | 6.5µM* | -2% | 3%
ATXN viability | i | . | i | i | i | i | i | i | i | i | i
SW480 rerep | . | . | 1% | 2% | -2%[9.22 µM] | -4% | -4% | 4% | -2% | -24% | 8%

33) CCOc1ccc(S(=O)(=O)N2CCCCC2)cc1NC(=O)Cc1cccs1
34) CCOc1ccccc1NCc1nnc(-c2ccccc2)o1
35) CCc1ccc(NC(=O)CCn2c(=O)oc3ccccc32)cc1
36) CC(C)CN(C(=O)COC(=O)c1ccc(Cl)c(N)c1)c1c(N)n(Cc2ccccc2)c(=O)[nH]c1=O
37) CCSC1=NCCN1C(=O)c1ccc(S(=O)(=O)N(C)C)cc1
38) COc1ccc(Nc2ncc3c(n2)CCN(Cc2cc(Br)cs2)C3)c(OC)c1
39) CC1(C)c2[nH]c3ccccc3c2C[C@H]2C(=O)N(Cc3ccc(F)cc3)C(=O)N21
40) O=C(c1cc(-c2ccc(Cl)cc2)on1)N1CCc2ccccc2C1
Screen / compound no. | 33 | 34 | 35 | 36 | 37 | 38 | 39 | 40
IL-1B inflam inh | 8 | 8 | ? | -1 | 0 | . | . | -3
HepG2 viability | 1% | -3% | -14% | 3% | -14% | 2% | -16% | -22%
MCF10A rerep | 1% | 0% | 0% | 14% | 7% | . | ? | -2%
HT1080-NT tox | -4% | -8% | -13% | -11% | -6% | . | . | ?
HT1080 IDH1KD tx | -3% | 12% | -6% | 0% | 1% | . | . | 20%
ATXN2 expr inh | -15% | 5% | 113%[activator] | -5% | -2% | 0% | ? | -13%
KB-3-1 tox | 2% | -13% | -1% | -5% | 14% | 1% | ? | 19%
ATXN viability | i | i | i | i | i | i | i | i
SW480 rerep | -2% | 1% | -10% | 3% | -5% | . | 9% | -4%

Quoted from the listing.
Entry of no. 38 in HepG2 viability: 2%
Entry of no. 40 in IL-1B inflam inh: -3
Entry of no. 33 in KB-3-1 tox: 2%
Entry of no. 39 in SW480 rerep: 9%

(list continues)
41) O=C(Nc1ccc(N2CCCC2)cc1)c1cc(Br)ccc1Cl
42) Cc1ccc(NC(=S)N2CCC(c3ccccc3)C2)c(Cl)c1 (stereo unspecified)
43) Nc1nc(SCC(=O)Nc2ccccc2-c2ccccc2)n[nH]1
44) CS(=O)(=O)c1nc([N+](=O)[O-])nn1CCCc1ccccc1
45) CCN(CC)Cc1c[nH]c2c(C(=O)OC)cccc12
Screen / compound no. | 41 | 42 | 43 | 44 | 45
IL-1B inflam inh | -24 | -2 | 1 | -103* | 11
HepG2 viability | -13% | -40% | -19% | -187% | -3%
MCF10A rerep | ? | -4% | 1% | 4.6µM* | 4%
HT1080-NT tox | ? | -4% | ? | ? | 0%
HT1080 IDH1KD tx | ? | -5% | -4% | ? | -10%
ATXN2 expr inh | -24% | -30% | -3% | ? | 18%
KB-3-1 tox | 21µM* | 0% | 0% | 26µM* | 0%
ATXN viability | ? | i | i | . | i
SW480 rerep | ? | 4% | 1% | -129%[inhibitor] | 0%
